From PubChem
NPY2 pot ag = human NPY-Y2 potentiation or agonism, primary screen. AID 1359. cells expressing NPY-Y2, potentiator/agonist read-out. 220,000 compounds, 0.45% hits. P49146. activation, % at 3.6 µM; in the data active = activation above about 27%;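 also: cells stimulated with NPY near EC25 plus isoproterenol at EC100; 0% = vehicle plus submaximal agonist and 100% = vehicle plus saturating agonist; some results beyond the cut were filed as inactive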
RBBP9 inh = human RBBP9 hydrolase inhibition; O75884; recombinant RBBP9, FP-Rh probe fluorescence polarization; inhibition, % at 7.94 µM; 220,000 compounds, 0.2% hits;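 active = inhibition above the campaign mean of all tested compounds plus 3 SD, cut at about 14% in these data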;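 also: plate controls were DMSO wells with RBBP9 for no effect and wells lacking RBBP9 protein for full effect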
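System: RBBP9 protein / Quantity: 2.5 µM RBBP9 dispensing solution, before mixing / Also added: Serine-hydrolase probe FP-Rh, 375 nM pre-mixing / Dosing: 7.94 µM single dose, 0.794% DMSO / Timing: enzyme-compound preincubation 30 min, then probe labeling 45 min, 25 °C / Signal: FP readout at 525/598 nm / Controls: DMSO-treated enzyme wells and wells lacking RBBP9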
NPY-Y1 antag = antagonists of human neuropeptide Y receptor Y1; HEK293-CNG Y1 cells, membrane potential fluorescence; NPY at EC95, then isoproterenol; inhibition, % at 3.6 µM; 200,000 compounds, 1% hits; P25929;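 active = inhibition above the campaign mean inhibition of all tested compounds plus 3 SD, cut at about 20% in these data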;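 also: 0% = DMSO wells given NPY plus isoproterenol and 100% = isoproterenol alone without NPY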
Target sequence (P25929 whole entry, looked up): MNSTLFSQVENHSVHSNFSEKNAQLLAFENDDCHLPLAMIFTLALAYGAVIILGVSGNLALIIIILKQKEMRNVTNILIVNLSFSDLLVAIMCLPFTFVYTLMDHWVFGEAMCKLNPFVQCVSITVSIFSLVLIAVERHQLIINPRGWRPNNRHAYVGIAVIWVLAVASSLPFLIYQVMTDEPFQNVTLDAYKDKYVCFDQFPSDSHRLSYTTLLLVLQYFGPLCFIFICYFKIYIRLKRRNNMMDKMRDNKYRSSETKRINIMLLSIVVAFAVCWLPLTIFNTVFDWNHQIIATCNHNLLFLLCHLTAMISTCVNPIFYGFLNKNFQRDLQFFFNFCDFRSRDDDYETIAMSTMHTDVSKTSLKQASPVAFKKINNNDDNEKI
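Test system – HEK293 Y1/CNG channel cell line · Also added – NPY agonist 25 nM, then isoproterenol 1 µM plus Ro 20-1724 25 µM · Compound dosing – one concentration, 3.6 µM, in 0.4% DMSO · Schedule – compound incubation 1 h at room temperature, readout 45 min post-stimulation · Technique – fluorescence, membrane potential probe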
S1P4 antagonist = antagonists of human S1P4 receptor; O95977; inhibition, % at 4.98 µM; 220,000 compounds, 0.26% hits; S1P4-expressing cells, antagonist mode, reporter read-out; AID 1510; in the data active = inhibition above about 29%;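 also: 0% = wells stimulated with agonist and 100% = vehicle wells without agonist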
NPY1 pot ag = human NPY-Y1 potentiation or agonism, primary screen; P25929; NPY-Y1 expressing cells, potentiator/agonist activation; activation, % at 3.6 µM; 220,000 compounds, 0.37% hits; in the data active = activation above about 33%, passing the limit was not always enough;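 also: cells stimulated with NPY at EC10 then isoproterenol at EC100; 0% = low agonist plus stimulus and 100% = saturating agonist plus stimulus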
Ba/F3 V617F tox = lowers viability of Ba/F3 cells expressing EpoR and JAK2V617F. AID 1446. inhibition, % at 5.6 µM. 220,000 compounds, 1.1% hits. ATP luminescence;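 active = inhibition above the campaign mean plus 3 SD over all tested compounds, cut at about 24% in these data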;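 also: cytokine-independent growth of Ba/F3 cells driven by EpoR plus mutant JAK2; 0% = DMSO-treated cells and 100% = JAK inhibitor I control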
S1P4 agonist = activates the human S1P4 receptor; S1P4-expressing cell line, agonist reporter assay; activation, % at 4.98 µM; 220,000 compounds, 0.35% hits; AID 1509; in the data active = activation above about 11%;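 also: 0% = DMSO vehicle and 100% = reference agonist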
Runt-CBFb FRET = inhibitors of human RUNX1 Runt domain binding to CBFb; Q01196+Q13951; Cerulean-Runt/Venus-CBFb FRET ratio 530/480, 1 h; AID 1496; 220,000 compounds, 0.46% hits; inhibition, % at 20 µM;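 active = inhibition over about 50% at 20 µM in the single-dose screen, limit read from the data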;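 also: 0% = DMSO wells and 100% = excess unlabeled CBFb competitor control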
Target sequence (Q01196 whole entry, looked up, the tested form may be a part): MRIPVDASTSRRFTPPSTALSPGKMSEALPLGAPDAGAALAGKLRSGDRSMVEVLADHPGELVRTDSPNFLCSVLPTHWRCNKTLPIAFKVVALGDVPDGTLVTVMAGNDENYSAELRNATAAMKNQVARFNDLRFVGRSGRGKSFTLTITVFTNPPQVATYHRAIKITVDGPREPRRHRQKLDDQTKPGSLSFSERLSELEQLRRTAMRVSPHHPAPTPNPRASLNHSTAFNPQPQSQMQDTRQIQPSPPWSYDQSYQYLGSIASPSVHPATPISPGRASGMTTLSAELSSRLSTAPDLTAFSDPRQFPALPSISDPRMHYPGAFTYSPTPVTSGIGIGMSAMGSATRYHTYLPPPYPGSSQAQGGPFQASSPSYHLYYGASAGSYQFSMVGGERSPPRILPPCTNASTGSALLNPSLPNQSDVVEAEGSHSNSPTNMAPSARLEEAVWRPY
Target sequence (Q13951 whole entry, looked up, the tested form may be a part): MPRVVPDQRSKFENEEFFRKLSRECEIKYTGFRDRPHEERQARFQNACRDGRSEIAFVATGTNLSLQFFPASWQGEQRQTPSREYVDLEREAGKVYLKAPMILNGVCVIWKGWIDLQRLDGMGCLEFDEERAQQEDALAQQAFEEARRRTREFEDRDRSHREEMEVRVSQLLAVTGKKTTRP
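Assay system: Cerulean-tagged RUNX1 Runt domain (FRET donor) fusion protein / Amount: 100 nM each of Venus-CBFb and Cerulean-Runt domain / Medium: Tris buffer pH 7.5 with salts and BSA / Also added: Venus-CBFb 100 nM / Schedule: 1 h complex formation plus 1 h compound treatment, room temperature / Signal: FRET fluorescence / Read-out: loss of energy transfer signal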
BaF3 tox = counter-screen for JAK2V617F inhibitors: parental Ba/F3 viability inhibitors; 220,000 compounds, 1.1% hits; CellTiter-Glo ATP luminescence; inhibition, % at 5.6 µM;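 active = inhibition above a per-campaign cutoff, the mean inhibition of all tested compounds plus 3 SD, cut at about 27% in these data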;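 also: 0% = DMSO wells and 100% = JAK Inhibitor I control wells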
* marks the source's active call; other numbers are inactive results.

How did CC[C@H](C)[C@@H](C(=O)N1CCNCC1)n1cc([C@@H](N)Cc2ccc(O)cc2)nn1 do in these assays?
NPY2 pot ag: 4; RBBP9 inh: -3; NPY-Y1 antag: 4; S1P4 antagonist: -3; NPY1 pot ag: -3; Ba/F3 V617F tox: 0; S1P4 agonist: 1.9; Runt-CBFb FRET: 1; BaF3 tox: 1

Results for COc1ccc(NC(=O)COC(=O)C2CCN(S(=O)(=O)c3cccs3)CC2)cc1 ?
NPY2 pot ag: -2; RBBP9 inh: -2; NPY-Y1 antag: 0; S1P4 antagonist: 0; NPY1 pot ag: 6; Ba/F3 V617F tox: 1; S1P4 agonist: 0.9; Runt-CBFb FRET: 0; BaF3 tox: 4

What do the screens show for `Cn1c(=O)oc2ccc(C(=O)CSc3nnnn3-c3ccccc3)cc21`?
NPY2 pot ag: 13; RBBP9 inh: -5; NPY-Y1 antag: 0; S1P4 antagonist: -17; NPY1 pot ag: 1; Ba/F3 V617F tox: -2; S1P4 agonist: 1.9; Runt-CBFb FRET: -1; BaF3 tox: 4

Results for Fc1ccc(CNc2nc(-c3ccco3)cc(C(F)(F)F)n2)cc1 ?
NPY2 pot ag: -16; RBBP9 inh: -8; NPY-Y1 antag: 2; S1P4 antagonist: 2; NPY1 pot ag: -22; Ba/F3 V617F tox: 1; S1P4 agonist: -0.7; Runt-CBFb FRET: 6; BaF3 tox: 1

Results for C/C(=N\Nc1nc2ccccc2[nH]1)c1ccc2c(c1)OCCO2 ?
NPY2 pot ag: -18; RBBP9 inh: 5; NPY-Y1 antag: 9; S1P4 antagonist: 10; NPY1 pot ag: -25; Ba/F3 V617F tox: 2; S1P4 agonist: -0.6; Runt-CBFb FRET: 3; BaF3 tox: -4

Results for COc1ccc(NC(=O)c2ccc3c(c2)OCO3)cc1[N+](=O)[O-] ?
NPY2 pot ag: 2; RBBP9 inh: 3; NPY-Y1 antag: -1; S1P4 antagonist: -12; NPY1 pot ag: 19; Ba/F3 V617F tox: -3; S1P4 agonist: -0.5; Runt-CBFb FRET: -2; BaF3 tox: -3

Results for Cc1ccc(CNC(=O)CSc2n[nH]c(N)n2)cc1 ?
NPY2 pot ag: -5; RBBP9 inh: 0; NPY-Y1 antag: -2; S1P4 antagonist: -4; NPY1 pot ag: -5; Ba/F3 V617F tox: -1; S1P4 agonist: -0.7; Runt-CBFb FRET: -1; BaF3 tox: 3

How did C=CCOc1ccc(C2C(C(=O)c3cccs3)=C(O)C(=O)N2c2nnc(C)s2)cc1 (centres undefined) do in these assays?
NPY2 pot ag: 4; RBBP9 inh: 3; NPY-Y1 antag: 10; S1P4 antagonist: -8; NPY1 pot ag: 19; Ba/F3 V617F tox: -1; S1P4 agonist: 0.6; BaF3 tox: 0

What do the screens show for `COc1ccccc1NS(=O)(=O)c1cc(NC(=O)c2[nH]c(C)c(C(C)=O)c2C)ccc1N1CCOCC1`?
NPY2 pot ag: -16; RBBP9 inh: -31; S1P4 antagonist: 8; NPY1 pot ag: 10; Ba/F3 V617F tox: 2; S1P4 agonist: -0.7; Runt-CBFb FRET: -1; BaF3 tox: -5

What do the screens show for `Cc1cccc(OCCCC(=O)Nc2ccc(N3CCCCC3)cc2)c1`?
NPY2 pot ag: -5; RBBP9 inh: -9; NPY-Y1 antag: -1; S1P4 antagonist: 2; NPY1 pot ag: -17; Ba/F3 V617F tox: 0; S1P4 agonist: -0.8; Runt-CBFb FRET: 3; BaF3 tox: 3

What do the screens show for `O=C(N/N=C/c1ccc(Br)cc1)c1cc[n+](Cc2ccccc2)cc1`?
NPY2 pot ag: 4; RBBP9 inh: -3; NPY-Y1 antag: -6; S1P4 antagonist: -14; NPY1 pot ag: -18; Ba/F3 V617F tox: -1; S1P4 agonist: 3.1; Runt-CBFb FRET: -1; BaF3 tox: 5

Results for COC(=O)c1ccc(NC(=O)N2CCCC(C(=O)c3ccccc3OC)C2)cc1 (centres undefined) ?
NPY2 pot ag: -3; RBBP9 inh: -12; NPY-Y1 antag: 6; S1P4 antagonist: 1; NPY1 pot ag: -15; Ba/F3 V617F tox: -2; S1P4 agonist: -0.4; Runt-CBFb FRET: -3; BaF3 tox: 0

Results for CCOC(=O)c1cnn(-c2ccccc2)c1NC(=O)CN1CCCCC1 ?
NPY2 pot ag: 4; RBBP9 inh: -1; S1P4 antagonist: -9; NPY1 pot ag: 17; Ba/F3 V617F tox: -3; S1P4 agonist: 0.3; Runt-CBFb FRET: 2; BaF3 tox: 0

How did COC(=O)N/N=C/c1ccc(/C=N/NC(=O)OC)cc1 do in these assays?
NPY2 pot ag: 5; RBBP9 inh: -6; NPY-Y1 antag: 1; S1P4 antagonist: -17; NPY1 pot ag: 15; Ba/F3 V617F tox: 2; S1P4 agonist: 1.1; Runt-CBFb FRET: 0; BaF3 tox: 9

How did Cc1noc2ncnc(Oc3cc(Cl)ccc3Cl)c12 do in these assays?
NPY2 pot ag: -3; RBBP9 inh: 1; NPY-Y1 antag: 8; S1P4 antagonist: -13; NPY1 pot ag: 18; Ba/F3 V617F tox: -8; S1P4 agonist: -1.5; Runt-CBFb FRET: 2; BaF3 tox: 2

Results for Cc1nn(-c2ccc(F)cc2)c(C)c1/C=C/C(=O)N1CCNC(=O)C1 ?
NPY2 pot ag: -21; RBBP9 inh: 3; NPY-Y1 antag: 0; S1P4 antagonist: 0; NPY1 pot ag: -1; Ba/F3 V617F tox: 3; S1P4 agonist: 1.1; Runt-CBFb FRET: -4; BaF3 tox: 11

How did CC(C)NC(=O)c1ccc(CNC(=O)OCC(F)(F)F)cc1 do in these assays?
NPY2 pot ag: 4; RBBP9 inh: 2; NPY-Y1 antag: 0; S1P4 antagonist: -13; NPY1 pot ag: -4; Ba/F3 V617F tox: 3; S1P4 agonist: 1.4; Runt-CBFb FRET: 0; BaF3 tox: 5

What do the screens show for `CC(=O)OC(C(=O)NC1CCCCC1)c1cccc(F)c1` (centres undefined)?
NPY2 pot ag: -5; RBBP9 inh: -5; NPY-Y1 antag: -1; S1P4 antagonist: 5; NPY1 pot ag: -16; Ba/F3 V617F tox: -2; S1P4 agonist: -1.5; Runt-CBFb FRET: 1; BaF3 tox: 10

How did CC(NC(=O)/C=C/c1ccc(Br)cc1)c1ccccc1 (centres undefined) do in these assays?
NPY2 pot ag: 5; RBBP9 inh: -5; NPY-Y1 antag: 6; S1P4 antagonist: 0; NPY1 pot ag: 5; Ba/F3 V617F tox: -4; S1P4 agonist: 0.2; Runt-CBFb FRET: -1; BaF3 tox: 8

How did OCCc1ccc(-c2ccc(Cl)cc2)o1 do in these assays?
NPY2 pot ag: 3; RBBP9 inh: 2; NPY-Y1 antag: 3; S1P4 antagonist: -30; NPY1 pot ag: 6; Ba/F3 V617F tox: 0; S1P4 agonist: 0.4; Runt-CBFb FRET: 5; BaF3 tox: 4

What do the screens show for `CC1=C(C)CC(C(=O)Nc2cccc(Cl)c2)C(C(=O)O)C1` (centres undefined)?
NPY2 pot ag: 0; RBBP9 inh: -8; NPY-Y1 antag: -3; S1P4 antagonist: 3; NPY1 pot ag: -2; Ba/F3 V617F tox: -4; S1P4 agonist: 0.2; Runt-CBFb FRET: 1; BaF3 tox: 6

What do the screens show for `O=C(/C=C/c1ccc2c(c1)OCO2)Nc1cc(S(=O)(=O)N2CCOCC2)ccc1N1CCOCC1`?
NPY2 pot ag: 2; RBBP9 inh: -14; NPY-Y1 antag: 0; S1P4 antagonist: -4; NPY1 pot ag: -12; Ba/F3 V617F tox: -5; S1P4 agonist: -0.9; Runt-CBFb FRET: 0; BaF3 tox: 4

How did CCCCOc1ccc(C(=O)OC(C)CN(C)C)cc1 (centres undefined) do in these assays?
NPY2 pot ag: -34; RBBP9 inh: -8; NPY-Y1 antag: 24*; S1P4 antagonist: 6; NPY1 pot ag: -31; Ba/F3 V617F tox: 0; S1P4 agonist: 0.5; Runt-CBFb FRET: 2; BaF3 tox: 4

What do the screens show for `Cc1ccc(C(=O)N2CCN(c3ccc([N+](=O)[O-])c(NCc4ccco4)c3)CC2)cc1`?
NPY2 pot ag: 10; RBBP9 inh: -9; NPY-Y1 antag: -5; S1P4 antagonist: 7; NPY1 pot ag: 8; Ba/F3 V617F tox: 2; S1P4 agonist: -0.5; Runt-CBFb FRET: -4; BaF3 tox: 7

How did CCCCNC(=O)Nc1ccccc1C(=O)Nc1ccc(OC)cc1 do in these assays?
NPY2 pot ag: 10; RBBP9 inh: -8; NPY-Y1 antag: 0; S1P4 antagonist: 7; NPY1 pot ag: 7; Ba/F3 V617F tox: -1; S1P4 agonist: 1.6; Runt-CBFb FRET: 2; BaF3 tox: 3

How did CCCc1nc(SCc2ccccc2Cl)n[nH]1 do in these assays?
NPY2 pot ag: -12; RBBP9 inh: -17; NPY-Y1 antag: 3; S1P4 antagonist: -15; NPY1 pot ag: -15; Ba/F3 V617F tox: 2; S1P4 agonist: -0.3; Runt-CBFb FRET: 1; BaF3 tox: 2

How did COc1cccc2c(=O)cc(C)n(CC(=O)Nc3ccc(C)c(C)c3)c12 do in these assays?
NPY2 pot ag: -9; RBBP9 inh: -8; NPY-Y1 antag: -3; S1P4 antagonist: -8; NPY1 pot ag: -9; Ba/F3 V617F tox: 4; S1P4 agonist: -1.4; Runt-CBFb FRET: 0; BaF3 tox: 7

Random excerpt: three compounds from above.
How did CCCCNC(=O)Nc1ccccc1C(=O)Nc1ccc(OC)cc1 do in these assays?
NPY2 pot ag: 10; RBBP9 inh: -8; NPY-Y1 antag: 0; S1P4 antagonist: 7; NPY1 pot ag: 7; Ba/F3 V617F tox: -1; S1P4 agonist: 1.6; Runt-CBFb FRET: 2; BaF3 tox: 3

Results for CCOC(=O)c1cnn(-c2ccccc2)c1NC(=O)CN1CCCCC1 ?
NPY2 pot ag: 4; RBBP9 inh: -1; S1P4 antagonist: -9; NPY1 pot ag: 17; Ba/F3 V617F tox: -3; S1P4 agonist: 0.3; Runt-CBFb FRET: 2; BaF3 tox: 0

What do the screens show for `O=C(/C=C/c1ccc2c(c1)OCO2)Nc1cc(S(=O)(=O)N2CCOCC2)ccc1N1CCOCC1`?
NPY2 pot ag: 2; RBBP9 inh: -14; NPY-Y1 antag: 0; S1P4 antagonist: -4; NPY1 pot ag: -12; Ba/F3 V617F tox: -5; S1P4 agonist: -0.9; Runt-CBFb FRET: 0; BaF3 tox: 4
